mcGAS MS inh = mouse cGAS inhibition by mass spec. recombinant mouse cGAS, cGAMP by RapidFire MS. inhibition, % at 12.5 µM. Q8C6L5. AID 1259397. 0.18% of 130,000 active;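 active = inhibition of cGAS enzyme activity at or above 60%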;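 note: enzyme stimulated by 45 bp dsDNA with ATP and GTP substrates; cGAMP share of summed cGAMP plus half ATP and half GTP signals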
Target sequence (Q8C6L5 whole entry, looked up): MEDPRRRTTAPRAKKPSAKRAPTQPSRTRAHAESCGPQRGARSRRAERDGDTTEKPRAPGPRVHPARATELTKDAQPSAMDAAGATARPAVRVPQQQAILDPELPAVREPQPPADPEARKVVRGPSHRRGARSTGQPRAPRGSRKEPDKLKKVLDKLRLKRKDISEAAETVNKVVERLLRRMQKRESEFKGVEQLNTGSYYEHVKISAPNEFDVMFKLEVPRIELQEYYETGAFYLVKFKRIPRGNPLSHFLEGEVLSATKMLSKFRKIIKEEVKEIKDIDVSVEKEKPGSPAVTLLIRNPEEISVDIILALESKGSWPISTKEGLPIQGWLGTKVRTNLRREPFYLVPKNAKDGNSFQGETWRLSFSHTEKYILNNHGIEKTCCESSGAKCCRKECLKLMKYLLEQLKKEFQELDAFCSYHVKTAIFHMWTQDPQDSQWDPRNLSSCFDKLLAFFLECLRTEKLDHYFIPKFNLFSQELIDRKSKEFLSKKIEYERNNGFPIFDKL
* hit, by the source's call; & = joins results of further samples. An excerpt; rates above refer to the full screens.

Molecule | mcGAS MS inh
Cc1nn(C)c(C)c1OC(=O)CCc1ccsc1 | -3
O=C(c1cc(=O)n(-c2ccccc2)[nH]1)N1CCOC(c2ccc(F)cc2)C1 (centres undefined) | 9
CCc1cc(C(=O)NCc2c(C)ncc3c2CCN(C(=O)C2=CCCC2)C3)n(C)n1 | -10
O=C(c1ccccc1Cl)N1CCCC(N2CCN(c3ccccc3)CC2)C1 (centres undefined) | -5
C=CCn1c(N2CCN(Cc3ccc(Br)cc3)CC2)nc2c1c(=O)[nH]c(=O)n2C | -3
COc1ccc(C(CC(=O)N2CCCN(C(C)=O)CC2)c2ccccc2)cc1 (centres undefined) | -8
CC(NC(=O)NCC1CCOC1)c1ccc2c(c1)CC(=O)N2 (centres undefined) | -8
CC(C)(O)C#Cc1cccc(C(=O)N2CCc3nc[nH]c3C2)c1 | -6
CCc1cc(NS(=O)(=O)c2cc(C)c(F)cc2Cl)n[nH]1 | -4
Cc1ccc(-n2c(SCC(=O)N3CCCC(C)C3)nnc2N2CCOCC2)cc1 (centres undefined) | -3
Cc1cc(C)cc(CC(C)(C)C)c1 | -7
CCS(=O)(=O)NC(=O)C1(C)CCN1C(=O)Cc1ccccc1Cl (centres undefined) | -4
COC(=O)C(CC(C)C)NC(=O)CSc1nnc(Nc2ccc(OC)cc2)s1 (centres undefined) | -9
CCC(CO)N(Cc1ccc(F)cc1)Cc1c(C)nn(C)c1Cl (centres undefined) | -21
CCOc1c(O)[nH]c(=O)n1Cc1ccccc1 | -5
Nc1ccnc(N2CCC(N3CCCC3=O)CC2)n1 | 7
c1ccc(-c2nc[nH]c2-c2cccc3nsnc23)cc1 | -12
C[N+]1(CC(=O)Nc2ccccc2Cl)CCN(C(=O)c2ccco2)CC1 | -4
Cc1ccccc1CN(C)C(=O)CSc1nnc(C2CC2)n1C1CC1 | -12
O=C(NNS(=O)(=O)/C=C/c1ccc(Cl)cc1)c1ccccn1 | 4

Among those listed so far, these have an aryl methoxy group.
Molecule | mcGAS MS inh
COc1ccc(C(CC(=O)N2CCCN(C(C)=O)CC2)c2ccccc2)cc1 (centres undefined) | -8
COC(=O)C(CC(C)C)NC(=O)CSc1nnc(Nc2ccc(OC)cc2)s1 (centres undefined) | -9

Continued:
Molecule | mcGAS MS inh
CCOC(=O)c1c(CC(C)C)csc1NC(=O)C1CC1 | -8
CC(C)(C)c1ccc(OCCCC(=O)NCc2cn[nH]c2)cc1 | -3
Cc1csc(=O)n1CCNc1ccccc1OCC(F)(F)F | -9
O=C(CN1C(=O)CSc2ccccc21)Nc1ccnn1C1CCCc2ccccc21 (centres undefined) | -7
CC(C)Oc1cccc(C(=O)C2CCCN(C(=O)NC(C)(C)C)C2)c1 (centres undefined) | -5
CC1=NN(c2nc(C)cc(C)n2)C(=O)C1C (centres undefined) | 1
COc1cc(=O)n(-c2ccccc2)nc1C(=O)N(Cc1ccccc1)Cc1ccccc1 | -24
C/C(=C/C(=O)N(Cc1ccccc1F)C1CCN(C)CC1)c1ccc(F)cc1 | -3
CSCCC(NC(=O)c1ccco1)C(=O)O (centres undefined) | 0
COCCN1CCN(c2nc(C3CCCC3)nc3c2cnn3C)CC1 | -29
O=C1COCc2cc(-c3cc(F)cc(F)c3)ccc2N1CCN1CCOCC1 | -9
O=C(Nc1ccccc1N1CCOCC1)c1ccccc1C(F)(F)F | -8
COc1cccc(CC2CN(C(=O)c3cc(C)n4nc(C)cc4n3)CCO2)c1 (centres undefined) | 7
COc1cccc(C(=O)NCC2CCCN(C(=O)c3ocnc3C)C2)c1OC (centres undefined) | 5
CNc1ccc(-c2cccc(O)c2)cn1 | -3
O=S(=O)(c1ccccc1)c1nc(NC2CCCC2)sc1Cl | -7
CC(C)(C)C(NC(=O)c1ccc2nncn2c1)C(F)(F)F (centres undefined) | -8
CCc1cc(CN(C)C(=O)C2CC(=O)N(c3cccc(O)c3)C2)on1 (centres undefined) | -8
CS(=O)(=O)c1ccc(SCC(O)c2cccc(Cl)c2)cc1 (centres undefined) | -13
CCc1nc(C)c(C(=O)N(C)Cc2nc(C3CC3)no2)o1 | -12

Retrieved by structure from above (4):
Molecule | mcGAS MS inh
COc1cc(=O)n(-c2ccccc2)nc1C(=O)N(Cc1ccccc1)Cc1ccccc1 | -24
CNc1ccc(-c2cccc(O)c2)cn1 | -3
O=C(Nc1ccccc1N1CCOCC1)c1ccccc1C(F)(F)F | -8
CC(C)Oc1cccc(C(=O)C2CCCN(C(=O)NC(C)(C)C)C2)c1 (centres undefined) | -5

Continued.
Molecule | mcGAS MS inh
CCC(=O)NC(Nc1ccc(C)cn1)(C(F)(F)F)C(F)(F)F | -12
COc1ccc(NC(=O)CN(C)Cc2nnnn2C2CC2)cc1 | 1
CC(c1ccccc1)n1cnc2c(cnc3nc4ccccc4n32)c1=O (centres undefined) | -5
CCNC(=O)COc1cccc(C(C)NC(=O)N2CCc3ccc(F)cc32)c1 (centres undefined) | -10
COc1cccc(CN(C)C(=O)c2cc(F)cc(S(N)(=O)=O)c2Br)c1 | 4
COC(=O)C1Sc2[nH]c(=O)sc2C(c2ccc(OC)cc2)C1C(=O)OC (centres undefined) | -8
Cc1nc2ncc3c(=O)n(-c4cccc(F)c4)ccc3n2n1 | -9
Cc1ccc(F)c(-c2ncccc2C(=O)N2CCCC2)c1 | -8
COC(=O)c1sccc1S(=O)(=O)Nc1cccc(C)c1 | -8
COCCCn1c(-c2ccc(C(C)(C)C)cc2)nc2oc3cc(OC)ccc3c(=O)c2c1=O | -7
C=CC(N)CCC(=O)O (centres undefined) | -6
CCCCN(C)C(=O)c1nc2ccccn2c1CNCc1c(OC)ccc2ccccc12 | -11
COc1ccc(N=C2SC(CC(=O)Nc3ccccc3)C(=O)N2CC2CCCO2)cc1 (centres undefined) | 21
COc1ccc(O)c(C(C)NC(=O)c2sccc2-c2ccccc2)c1 (centres undefined) | -3
Cc1ccc(NC(=NS(=O)(=O)c2ccccc2)Nc2nc(C)cc(C)n2)cc1 | -9
CCn1ncc2c1CCCC2NC1CCN(c2ccccc2F)C1=O (centres undefined) | -7
O=C1CCC(=C(O)c2ccccc2)C(=O)/C1=C/NCCO | -6
CCCCOCCCNC(=O)CNC(=O)c1ccc(N2CCCC2=O)cc1 | -4
c1csc(NC2CCCCC2)n1 | -16
Cc1cc2ncn(C(=O)N3CCC(C)CC3)c2cc1C | -4
COc1cc([N+](=O)[O-])ccc1N=Cc1nc(-c2ccccc2)oc1O | -2
CCn1c(C2CCNCC2)nn(CCCc2ccccc2)c1=O | -14
COc1ccccc1NC(=O)N1CCCC(Cn2cc(CCO)nn2)C1 (centres undefined) | 4
CCCCn1c(N)c(N(CCC(C)C)C(=O)NCC)c(=O)[nH]c1=O | -8
CCC(C)n1c(=O)[nH]c2c1c(=O)n(C)c(=O)n2C (centres undefined) | -2
O=C(Cc1cc2c(cc1Cl)OCCO2)NCc1cccnc1-n1ccnc1 | -10
Cn1c(=O)n(Cc2ccc(F)cc2)c(=O)c2c1nc1oc(C(C)(C)C)cn12 | 3
Cc1ccc(CN2CCNC(=O)C2CC(=O)N(C)CCC2CCOCC2)o1 (centres undefined) | 3
Cc1cc(C)n(CCC(=O)NC(C)Cc2cc(C)[nH]n2)c(=O)n1 (centres undefined) | -10
Cc1cc(C)n(CC(=O)N/N=C2\CCCCc3ccccc32)n1 | -2
CCOC(=O)C1=C(C)NC(=O)NC1c1ccc(O)c(OCC)c1 (centres undefined) | -3
CC(Oc1ccc(Cl)cc1)C(=O)N1CCC(C(=O)c2ccc(O)cc2)CC1 (centres undefined) | -36
COc1cccc(-c2noc(CSc3ncnc4sccc34)n2)c1 | -6
Nc1nc(CSc2nnnn2C2CCCC2)nc(Nc2ccc(F)cc2)n1 | 0
CC(C)C(=O)Nn1ccc2c(cnc3ncnn32)c1=O | -12
O=C(COC(=O)COc1ccccc1F)Nc1ccc(Br)cc1 | 6
CC(=O)Nc1cccc(NC(=O)c2sccc2C2CC2)c1 | -13
COCCNS(=O)(=O)c1cccc(C(=O)NCCC(O)(c2ccc(C)o2)C(F)(F)F)c1 (centres undefined) | -11
O=c1[nH]nc(C2CCN(C/C=C/c3ccco3)CC2)n1-c1ccccc1 | -4
CN(C(=O)COc1ccc(C(N)=O)cc1)C1Cc2ccccc2C1 | -10
Cn1ccnc1C(NC(=O)Cc1ccccc1F)c1ccccc1 (centres undefined) | -5
CC(C)(CO)C(OS(C)(=O)=O)C(=O)NCCC#N (centres undefined) | 8
CON1C(=O)c2ccccc2NC12CCN(Cc1cccn1S(=O)(=O)c1ccccc1)CC2 | -2
CCOc1ncccc1CN1CCCC(C(=O)NC(c2ccccc2)c2ccccc2)C1 (centres undefined) | -4
Cc1ccoc1C(=O)N1C[C@H]2OC(=O)N(CCc3ccccn3)[C@H]2C1 | -10
COc1cc(/C=C2N=C(/C=C/c3ccccc3)OC/2=O)ccc1OC(C)=O | 1
Cc1ncc(-c2c(-c3ccccc3)ncn2Cc2noc(C3CC3)n2)s1 | -9
C=C[C@@]1(C)CC(=O)[C@@]2(O)[C@](C)(O1)[C@@H](OC(C)=O)[C@@H](O)C1C(C)(C)CC[C@H](O)[C@@]12C (some centres undefined) | -4
N#CNC(=Nc1ccccc1)SCc1ccccn1 | 12
COc1cccnc1NS(=O)(=O)c1ccc2c(c1)C(=O)NC2=O | -16
COCCn1c(N)c(C(=O)OCC(C)C)c2nc3ccccc3nc21 | -1
CC(C)(C)c1cc(NC(=O)c2cnsn2)n(C(C)(C)C)n1 | -4
CCCCC(=O)Nc1cccc(C(=O)N2C[C@H](O)[C@@H](N3CCCC3)C2)c1 | -8
C=C(C)Cn1c(N2CCN(Cc3ccccc3Cl)CC2)nc2c1c(=O)[nH]c(=O)n2C | -3
Cc1cc(C)c(CNC(=O)N(C)C(C)CS(C)(=O)=O)c(C)c1 (centres undefined) | -5
COC(=O)c1ccc(-c2nc(CN(CCO)Cc3cccs3)c(C)o2)cc1 | -5
COc1ccc(N2C(=O)CSC2=NS(=O)(=O)c2ccc(F)cc2)cc1 | -10
CC1(C(=O)NS(=O)(=O)c2ccc(Cl)s2)CCN1C(=O)c1ccccc1CCc1ccccc1 (centres undefined) | -19
CCn1c(SCC(=O)Nc2nc3ccccc3s2)nnc1-c1cccn(C)c1=O | -5
C=CC[C@@H]1CC=C[C@@H](CC=C)N1C(=O)c1cc2n(n1)CCCN(C(C)=O)C2 | -25

Continuation.
Molecule | mcGAS MS inh
CC(O)CC(C)CNC(=O)c1c(O)cccc1Cl (centres undefined) | -2
COc1ccccc1/C=C/C1=NC(=C\c2ccc(F)cc2)/C(=O)O1 | 10
CCC1C(=O)N(C)CCN1C(=O)c1cc(COc2ccccc2OC)[nH]n1 (centres undefined) | 5
CCc1oncc1C(=O)N1CCC(N2CCCC(C(=O)N3CCCC3)C2)CC1 (centres undefined) | -5
CCCCN(Cc1ccccc1F)C(=O)CC1=CCNCC1 | -11
Cc1nnc(NC(=O)c2cccc(C(=O)O)c2)s1 | 2
CCOC(=O)c1nn(-c2ccccc2C)c(=O)cc1NC(C)c1ccccc1 (centres undefined) | 3
Cn1cc(Cl)cc1C(=O)O | -4
Cc1c(C)n2c3c(=O)n(CC(=O)C(C)(C)C)c(=O)n(C)c3nc2n1C(C)c1ccccc1 (centres undefined) | 0
CCCCC(CC)CN1CCc2[nH]nc(C3CC3)c2C1 (centres undefined) | -3
O=C(NCC1CCS(=O)(=O)C1)c1cccnc1Oc1cccc(Br)c1 (centres undefined) | -43
O=C(CCc1ccccc1)N1CCCC(CNS(=O)(=O)c2cccs2)C1 (centres undefined) | 7
NCC(O)C(O)C(O)c1cnn(-c2ccccc2)n1 (centres undefined) | -1
C=CCn1c(=NC(=O)C2=COCCO2)sc2cc(S(C)(=O)=O)ccc21 | -7
O=C(Oc1ccc(/C=C/c2ccncc2)cc1)c1ccc(Br)o1 | -3
COCCn1c(C)cc(O)c(C(c2ccc(OC)c(OC)c2)N2CCCCC2)c1=O (centres undefined) | -9
Cc1ccc(C(=O)COC(=O)C23CCC(=O)N2CCS3)cc1C (centres undefined) | -5
Cc1nn(C)cc1-c1ccnc(N(C)Cc2cccc(CN(C)C)c2)n1 | -27
Cc1ccccc1C(=O)N=Nc1c(O)[nH]c2ccc(C)c(Br)c12 | -7
O=C(NCC1CCN(c2ccccc2)C1)c1ccccc1Cl (centres undefined) | 1

Structural class: those above with a cyano group.
Molecule | mcGAS MS inh
CC(C)(CO)C(OS(C)(=O)=O)C(=O)NCCC#N (centres undefined) | 8
N#CNC(=Nc1ccccc1)SCc1ccccn1 | 12

Remaining list, next part
Molecule | mcGAS MS inh
O=S1(=O)CC=C(CNCc2ccccc2)C1 | 0
Cc1c(Cn2cnc(-c3ccccc3)c2CC(C)(C)C)cnn1C | -15
CC(C(=O)Nc1ccc(S(=O)(=O)N2CCCC2)cc1)N(C)Cc1ccc(Cl)s1 (centres undefined) | 0
Nc1nc(NCc2ccccc2)nc(NCc2ccco2)c1[N+](=O)[O-] | -12
CC(NC(=O)Cn1nnnc1CN1CCCCCC1)c1cnn(C)c1 (centres undefined) | 1
CC1C2CCCN2CCN1Cc1c2ccccc2cc2ccccc12 (centres undefined) | 19
Cc1ccc2sc(NCCCN(C)C)nc2c1C | -30
COc1cc(-c2nn(CN3CCCCC3)c(=S)o2)cc(OC)c1OC | -12&30
Cc1nnc(C(C)N2CCN(CCN3C(C)CCC3C)CC2)o1 (centres undefined) | -12
CN(C)C(=O)CCN1CCCN(CCC(=O)N(C)C)c2ccccc21 | 5
c1coc(-c2nnc(NC3=NCCC3)o2)c1 | -10
COc1cc(NC(=O)C(=O)N2CCN(C)CC2)ccc1NC(C)=O | -7
